EWS-Fli inh = inhibitors of EWS/Fli oncoprotein transcriptional activity; A673 NR0B1-luciferase reporter, viability-normalised; inhibition, % at 12.6 µM; hit rate 0.67% among 350,000; AID 651661;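 active means mean inhibition of at least 50% after viability correction, with every replicate also passing that limit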;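 further: firefly luciferase signal divided by Alamar Blue viability fluorescence both relative to DMSO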
E-selectin induc = E-selectin induction on HUVECs; P16581; HUVEC E-selectin immunofluorescence imaging; normalized: neutral wells 0, TNF-alpha wells 100; activation, % at 7.58 µM; hit rate 0.37% among 260,000; AID 686992;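 active means mean E-selectin-positive cell signal at least 10% of the positive control, reached in at least 60% of replicates, without over 20% cell loss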;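 further: in these data hits start at about 27%; measured in HUVEC primary endothelial cells; signal is the percent of cells scored E-selectin positive by PE staining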
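System: HUVEC, human umbilical vein endothelial cells; quantity: 3,000 cells/well; buffer or medium: EGM-2 medium, gelatin-coated wells; dosing: single-point compound dose; detection: immunofluorescence imaging; evaluation: % PE-positive cells; benchmarks: TNF-alpha, DMSO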
RAD54 branch = RAD54 (human) branch migration inhibition. RAD54 Holliday junction branch migration, FAM/BHQ fluorescence. inhibition, % at 10.4 µM. hit rate 0.14% among 360,000. AID 602329;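 active means mean normalized replicate activity at least 40 and at least half of replicates scoring 40 or more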;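 further: 0% = median of neutral control wells and 100% = median of positive control wells; inhibitors cause a drop in the FAM fluorescence signal; in these data hits start at about 50%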
FN deposition inh = fibronectin deposition inhibition; AID 743247; AH1F fibroblasts, Alexa488-fibronectin deposition fluorescence, overnight; hit rate 0.086% among 350,000; inhibition, % at 12.6 µM;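 active means mean inhibition across replicates of 30% or more, regardless of how many single replicates reach that level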;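 further: positive control wells lacked labelled fibronectin entirely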
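Assay system: AH1F fibroblasts / Quantity: 10000 cells per well / Medium: DMEM plus 2% serum, read in PBS / Reagent: labelled fibronectin 24 nM / Dosing: single dose, pinned / Times: 1 h cell attachment, overnight exposure to compound and label / Signal: fluorescence, ex 485 nm, em 525 nm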
RAD52 inh = blocks human RAD52 DNA annealing; recombinant RAD52 DNA annealing, FRET fluorescence; hit rate 0.46% among 360,000; P43351; inhibition, % at 18.7 µM;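 active means every replicate showing at least 50% inhibition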
Target sequence (P43351 whole entry, looked up): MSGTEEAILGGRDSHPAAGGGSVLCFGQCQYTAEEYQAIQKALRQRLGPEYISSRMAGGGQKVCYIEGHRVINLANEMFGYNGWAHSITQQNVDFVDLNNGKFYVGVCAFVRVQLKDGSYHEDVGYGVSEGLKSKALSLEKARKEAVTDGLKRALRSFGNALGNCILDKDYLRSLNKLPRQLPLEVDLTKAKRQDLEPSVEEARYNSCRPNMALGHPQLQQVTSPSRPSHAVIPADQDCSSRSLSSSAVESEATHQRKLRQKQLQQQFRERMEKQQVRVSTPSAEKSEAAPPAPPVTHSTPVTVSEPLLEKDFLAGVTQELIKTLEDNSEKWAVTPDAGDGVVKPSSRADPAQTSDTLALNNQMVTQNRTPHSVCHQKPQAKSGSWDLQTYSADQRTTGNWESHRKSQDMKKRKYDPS
S100A4 inh HTS = S100A4-myosin IIA interaction inhibition. hit rate 0.14% among 360,000. S100A4/TAMRA-MyoIIA peptide fluorescence polarization. P26447. inhibition, % at 10.7 µM. AID 652163;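 active means mean inhibition of at least 70% across replicates, with every replicate also reaching that level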
Target sequence (P26447 whole entry, looked up): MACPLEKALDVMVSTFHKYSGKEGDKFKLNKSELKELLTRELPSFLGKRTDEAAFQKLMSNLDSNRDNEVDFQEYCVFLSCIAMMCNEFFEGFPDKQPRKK
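Material: S100A4 monomer (human). Medium: Calcium-containing HEPES buffer, pH 7.2. Probe or stimulus: labelled myosin peptide probe, 5 nM. Compound dosing: one concentration per compound. Timing: polarization read 5 min after assay mix addition, stable 5–60 min. Benchmarks: DMSO as neutral control, TFP as positive control.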
Xi reactivation = activators of X-chromosome reactivation in mouse fibroblasts | XiGFP mouse fibroblasts, % GFP-positive cells imaging, 3 d; cells co-treated with 5-aza-dC sensitizer; scaled so ellipticine positive control = 100% | activation, % at 7.58 µM | hit rate 0.055% among 360,000 | AID 743238;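 active means mean normalized replicate activation at least 10% and every replicate at or above 10%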;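 further: 0% = median of on-plate neutral control wells and 100% = ellipticine 6 µM median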
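material = 68-5-11 XiGFP fibroblast line | medium = DMEM plus 5-aza-dC sensitizer | schedule = 3 days compound exposure | benchmarks = positive control ellipticine, 6 µM final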
esBAF inh = inhibitors of esBAF chromatin remodeling in mouse ES cells | Bmi1-luciferase knock-in reporter, 24 h; 100% = twice the neutral-well signal | reporter increase, % at 12.5 µM | hit rate 2% among 350,000; in the data active means activation above about 40%;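 further: 0% = median of the plate's neutral control wells and 100% = double that signal; a rise in the Bmi1 reporter signal indicates esBAF inhibition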
* marks the source's active call; other numbers are inactive results; · = no result given; & = joins results of further samples.

SMILES | EWS-Fli inh | E-selectin induc | RAD54 branch | FN deposition inh | RAD52 inh | S100A4 inh HTS | Xi reactivation | esBAF inh
CCCC(=O)Nc1ccc2c(c1)OC[C@@H](C)N(Cc1cccc(F)c1)C[C@@H](C)[C@H](OC)CN(C)C2=O | 5 | -0.3 | -3 | 3 | 0 | 3 | -0.2 | 3
S=c1[nH]c(-c2ccccc2)cn1/N=C/c1cccnc1 | -3 | 5.9 | · | -5 | -29 | 11 | 0.2 | 3
Cc1ccc(C(=O)C[n+]2ccc3ccccc3c2)cc1 | -26 | · | · | -1 | -6 | 1 | 0.0 | 6
CCc1cc(=O)oc2cc(C)cc(OCC(=O)NC3CC3)c12 | · | · | -4 | 10 | -3 | -1 | 0.0 | 0
CCOc1ccc(NC(=O)NC2CCS(=O)(=O)C2)cc1 (stereo unspecified) | -1 | · | -12 | 4 | 2 | -5 | 0.1 | 6
Cc1ccc(N2CCN(C(=O)C3CCCN(c4ncnc5c4nc4n5CCCCC4)C3)CC2)c(C)c1 (stereo unspecified) | · | -0.2 | -10 | -3 | -5 | 4 | 0.0 | 2
C[C@@H](NC(=O)C[C@@H]1CC[C@H]2[C@H](COc3ccc(NS(=O)(=O)c4ccc(Cl)cc4)cc3C(=O)N2C)O1)c1ccccc1 | 2 | -0.2 | 0 | -3 | 17 | 0 | 0.1 | 15
S=c1[nH]nc(Cn2nnc3ccccc32)n1-c1ccccc1 | -6 | · | · | · | -9 | 2 | 0.1 | ·
CCOC(=O)c1c(NC(=O)Cn2nc(C(=O)O)c3ccccc3c2=O)sc(C)c1C | 1 | -0.6 | 8 | -16 | -6 | 3 | 0.0 | 2
Cc1ccccc1NC(=S)Nc1ccc2cn[nH]c2c1 | -23 | 0.3 | · | 0 | -10 | -3 | 0.2 | ·
Cc1cc(C(=O)COC(=O)C2CC2)c(C)n1-c1ccc(F)cc1 | -37 | 0.3 | -5 | -10 | -12 | 0 | 0.0 | ·
COC(=O)C(C)(C)ONC(=O)Nc1ccccc1[N+](=O)[O-] | -3 | · | · | -9 | -6 | 9 | 0.0 | -3
CC1CCCCC1NC(=O)/C(C#N)=C/c1ccccc1F (stereo unspecified) | 14 | · | -4 | 5 | -2 | -1 | 0.0 | 3
O=C(NCCc1c[nH]c2ccccc12)c1cc2sccc2n1Cc1ccccc1 | · | 0.3 | 0 | 5 | · | · | · | 1
COc1ccc(-n2c(SCC(=O)N3CCCCC3)nc3ccccc3c2=O)cc1 | -12 | 0.0 | -5 | -4 | -1 | 0 | 0.3 | -1
COc1cccc(CN(C)C[C@H]2OCc3ccccc3-c3ccccc3C(=O)N([C@H](C)CO)C[C@@H]2C)c1 | 7 | -3.4 | -10 | 0 | 7 | 9 | 0.2 | -6
COCCNC(=O)C[C@@H]1CC[C@H]2[C@@H](COC[C@H](O)CN2C(=O)Nc2ccc3c(c2)OCO3)O1 | -8 | 0.0 | 0 | -1 | -2 | 3 | -0.1 | 4
COc1ccc(C2CC(=O)C3=C(C2)Nc2ccccc2N(C(=O)CCC(=O)O)C3c2ccc(F)cc2)cc1 (stereo unspecified) | 3 | 0.0 | -8 | -3 | -3 | 2 | 0.0 | 0
O=C(CCl)NCc1cc(-c2ccc(Cl)cc2)no1 | 62* | -4.8 | · | 0 | -6 | 4 | 0.0 | ·
C[C@H](CO)N1C[C@H](C)[C@H](CN(C)CC2CC2)Oc2ccc(NS(=O)(=O)c3cccs3)cc2C1=O | -3 | -0.1 | -2 | -4 | 3 | 1 | -0.5 | -5
O=C(Nc1cccnc1Cl)c1cc2c(s1)-c1ccccc1OC2 | · | · | 5 | 9 | -10 | 0 | 0.1 | 46*
CC(C)C(NC(=O)c1ccc(C(C)(C)C)cc1)C(=O)N1CCCC1 (stereo unspecified) | -11 | 0.1 | -4 | 0 | -7 | -5 | 0.1 | 4
COc1cccc(NS(=O)(=O)c2ccc(-c3coc(C)n3)cc2)c1 | · | · | -2 | -2 | -12 | 3 | -0.1 | 0
C[C@H](CO)N1C[C@H](C)[C@H](CN(C)S(=O)(=O)c2cccs2)Oc2ccc(NC(=O)c3ccncc3)cc2C1=O | -6 | 0.2 | -6 | -18 | -10 | -49 | -0.8 | -3
Cc1cc(C)c(NC(=O)c2ccc3nccnc3c2)c(C)c1 | -12 | 3.0 | -6 | · | -23 | -2 | 0.8 | -14
C[C@@H]1CN([C@H](C)CO)C(=O)CCCn2nncc2CO[C@H]1CN(C)Cc1ccc2c(c1)OCCO2 | -12&-4&-3 | 0.0&0.1 | 0&-2&-10 | -4&5 | -17&0&8 | 2&4&2 | 0.0&-0.1 | -4&-1&0
CN1C(C(=O)Nc2ccccn2)=C(O)c2sc(Cl)cc2S1(=O)=O | -7 | -0.1 | -5 | -2 | -50 | 3 | 0.0 | 6
CC(C)c1ccc(CNn2cnnc2)cc1 | -6 | -0.1 | 2 | -1 | -14 | 2 | 0.5 | 5
C/C=C/c1ccc([C@H]2[C@@H](CO)N(C(=O)CN(C)C)C23CN(C(=O)C2CCCCC2)C3)cc1 | -7 | -0.4 | · | · | 18 | -2 | 0.0 | ·
Cc1nc2ccccc2c(=O)n1/N=C/c1ccco1 | -1 | 0.0 | 3 | 7 | -10 | -2 | 0.0 | 5

An excerpt of these results, with tabs:
SMILES	EWS-Fli inh	E-selectin induc	RAD54 branch	FN deposition inh	RAD52 inh	S100A4 inh HTS	Xi reactivation	esBAF inh
CCCC(=O)Nc1ccc2c(c1)OC[C@@H](C)N(Cc1cccc(F)c1)C[C@@H](C)[C@H](OC)CN(C)C2=O	5	-0.3	-3	3	0	3	-0.2	3
S=c1[nH]c(-c2ccccc2)cn1/N=C/c1cccnc1	-3	5.9	·	-5	-29	11	0.2	3
Cc1ccc(C(=O)C[n+]2ccc3ccccc3c2)cc1	-26	·	·	-1	-6	1	0.0	6
CCc1cc(=O)oc2cc(C)cc(OCC(=O)NC3CC3)c12	·	·	-4	10	-3	-1	0.0	0
CCOc1ccc(NC(=O)NC2CCS(=O)(=O)C2)cc1 (stereo unspecified)	-1	·	-12	4	2	-5	0.1	6
Cc1ccc(N2CCN(C(=O)C3CCCN(c4ncnc5c4nc4n5CCCCC4)C3)CC2)c(C)c1 (stereo unspecified)	·	-0.2	-10	-3	-5	4	0.0	2
C[C@@H](NC(=O)C[C@@H]1CC[C@H]2[C@H](COc3ccc(NS(=O)(=O)c4ccc(Cl)cc4)cc3C(=O)N2C)O1)c1ccccc1	2	-0.2	0	-3	17	0	0.1	15
S=c1[nH]nc(Cn2nnc3ccccc32)n1-c1ccccc1	-6	·	·	·	-9	2	0.1	·
CCOC(=O)c1c(NC(=O)Cn2nc(C(=O)O)c3ccccc3c2=O)sc(C)c1C	1	-0.6	8	-16	-6	3	0.0	2
Cc1ccccc1NC(=S)Nc1ccc2cn[nH]c2c1	-23	0.3	·	0	-10	-3	0.2	·
Cc1cc(C(=O)COC(=O)C2CC2)c(C)n1-c1ccc(F)cc1	-37	0.3	-5	-10	-12	0	0.0	·

(further entries)
SMILES | EWS-Fli inh | E-selectin induc | RAD54 branch | FN deposition inh | RAD52 inh | S100A4 inh HTS | Xi reactivation | esBAF inh
CCCS(=O)(=O)NC(=O)C1(C)CCCN(C(=O)c2ccc(SC(F)(F)F)cc2)C1 (stereo unspecified) | 11 | 0.1 | -10 | 3 | -8 | 1 | 0.0 | 1
Cc1nn(Cc2ccc(Cl)cc2)c(C)c1NC(=O)c1ccc([N+](=O)[O-])cc1 | -4 | · | 5 | 0 | -12 | -2 | 0.0 | ·
CCOC(=O)C1(CCCc2ccccc2)CCN(C(=O)COC)CC1 | -5 | 3.3 | 1 | 12 | -8 | -2 | 0.1 | ·
N#C[C@@H]1[C@H](c2ccc(C3=CCCC3)cc2)[C@H](CO)N1C(=O)NC1CCCC1 | 8 | -0.2 | -6 | -7 | -21 | -10 | -0.1 | 3
COc1cccc(CNS(=O)(=O)c2cc(Br)ccc2Br)c1OC | 0 | -1.7 | · | 9 | -2 | -1 | 0.2 | ·
C=CCC(=O)N1CCCC(CCC(=O)NCc2ccccc2F)C1 (stereo unspecified) | -1 | · | · | · | -12 | 6 | 0.0 | ·
COc1ccc(C2C(C#N)=C(N)OC3=C2C(=O)CC(C)(C)C3)cc1 (stereo unspecified) | 1 | 1.9 | · | -8 | -4 | -6 | 0.2 | 1
CCN1C(=O)N[C@@H](CCc2ccccc2)[C@H](C(C)=O)[C@H]1C | -21 | -0.1 | -7 | -9 | -23 | -6 | 0.1 | 0
Cc1ccc(S(=O)(=O)Cc2ccc(C(=O)NC3CCCC3)o2)cc1 | 2 | 0.5 | -8 | 5 | -18 | 0 | 0.1 | -3
COc1ccc(CNC(=O)Cn2nc(C)c3c(C)n(-c4ccc(C)cc4)nc3c2=O)cc1OC | · | -0.3 | 4 | -5 | -2 | -1 | 0.0 | 0
O=C(NCc1cccc(F)c1F)C1CCC(=O)N(C2CCCCCC2)C1 (stereo unspecified) | -6 | -0.2 | -3 | · | -3 | -3 | -0.1 | ·
Cn1nc(C(=O)N2CCCCC2)c2c1-c1ccccc1S(=O)(=O)C2 | -10 | · | -25 | -6 | -5 | -15 | 0.0 | -7
CN(CC(=O)Nc1ccccc1Cl)C(=O)COC(=O)C1CCN(c2ccc(C(F)(F)F)cn2)CC1 | -2 | -0.2 | · | -3 | -9 | -2 | 0.0 | 2
Cc1cc(C)cc(Nc2cnn(C34CC5CC(CC(CC(=O)O)(C5)C3)C4)c(=O)c2Cl)c1 | · | · | 0 | · | -2 | -2 | · | -7
N#C[C@H]1[C@H](c2ccccc2-c2ccccc2)[C@@H](CO)N1C(=O)Cc1cccnc1 | 2 | -0.1 | · | -10 | 6 | 0 | 0.1 | ·
O=C(c1ccc2ccccc2n1)N1CCN(S(=O)(=O)c2ccc(Cl)cc2)CC1 | 9 | 0.4 | -10 | 2 | -32 | 5 | 0.2 | 12
C/C(Cc1ccccc1)=N\NC(=O)c1ccc(F)cc1 | 6 | · | · | 4 | -15 | -1 | 0.2 | 33

From PubChem BioAssay
